Screening results from PubChem.
TGFb inhibitor: TGF-b pathway inhibition; HepG2 CAGA-GFP TGF-b/SMAD3 reporter, GFP fluorescence, 18 h; TGF-beta stimulated, 500 pg/mL final; Potency, µM (top dose mostly 46.1 µM), for inactives: top-dose activity, negative = inhibition, most hits filed as inhibitors; 1.2% of 410,000 active; AID 588855; note: potency is the fitted concentration of half-maximal effect; % is set by controls: 0 for no effect and ±100 for the full control effect; nearly all actives have a fitted effect of over 65% in size
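Per well, imaged GFP fluorescence of HEPG2 CAGA-GFP cells gives the signal; cells get compound, then TGF-beta (500 pg/mL final), 18 h at 37 degrees C; %Activity versus -TGF-beta and +DMSO controls.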
S2 tox: viability counter-screen for ATXN expression inhibitors; 0.49% of 400,000 active; Potency, µM (highest dose often 56.7 µM), usual class: cytotoxic; AID 651635; S2 cells (HEK-293 line with an ATXN2-luciferase reporter) viability, CellTiter-Fluor protease fluorescence, 24 h; note: potency is the fitted concentration of half-maximal effect; nearly all actives have a fitted effect of over 40% in size
Nrf2 block: blocks Nrf2 signaling; A549 ARE-Fluc reporter, luciferase luminescence, 18-24 h; Potency, µM (top dose mostly 46 µM), for inactives: at the highest dose activity change, negative = inhibition, usual class: inhibitors; 2.1% of 360,000 active; AID 504444; note: potency is the fitted concentration of half-maximal effect; % is set by controls: 0 for no effect and ±100 for the full control effect; nearly all actives have a fitted effect of over 60% in size
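Two sequential reads on A549 ARE_Fluc cells exposed to compound for 18-24 h: a CellTiter-Fluor fluorescence read for viability, then a luciferase luminescence read for Nrf2/ARE activity.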
Akt phos inh: Akt phosphorylation inhibition; Neuro2A IGF-stimulated pAkt S473 HTRF, 20 min; stronger effect = lower value; activity change, % for hits at 50 µM; 0.32% of 360,000 active; in the data active = activity change below about -80%; inconclusive = mostly about -51% to -80%; note: % is set by controls: 0 for no effect and ±100 for the full control effect
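Neuro2A cells (4,500/well, DMEM with 0.5% FBS) were treated with compound at a single 50 µM final concentration, stimulated with 6 nM IGF for 20 min at 37 °C, and lysed. Phospho-Akt Ser473 was read by HTRF as 665/615 ratio ×10^4.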
Mm-Cpn inhibitor: blocks the Methanococcus maripaludis chaperonin Mm-Cpn; purified Mm-Cpn ATPase, ADP Transcreener TR-FRET; Potency, µM (top dose mostly 76.9 µM), for inactives: at the highest dose activity, negative = inhibition, most hits filed as inhibitors; 0.031% of 330,000 active; AID 504842; note: potency is the fitted concentration of half-maximal effect; % is set by controls: 0 for no effect and ±100 for the full control effect; nearly all actives have a fitted effect of over 80% in size
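ATPase read-out: TR-FRET ADP immunoassay (anti-ADP Eu cryptate vs ADP-d2), ex 320 nm, em 590/665 nm; signal drops as ADP forms. Enzyme 25 nM, ATP 10 uM, 30 min at 37°C after 10 min compound preincubation.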
A549 viability: A549 cytotoxicity, counter-screen for Nrf2 inhibitors. A549 ARE-Fluc cells, CellTiter-Fluor viability, 18-24 h. Potency, µM (series often up to 46 µM), inactives show at the top dose activity change, negative = cytotoxicity, hits mostly inhibitors. 0.16% of 390,000 active; note: potency is the fitted concentration of half-maximal effect; % is set by controls: 0 for no effect and ±100 for the full control effect
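Cytotoxicity counterscreen: CellTiter-Fluor fluorescence was measured in A549 ARE_Fluc cells after 18-24 h of compound exposure in a concentration series. The subsequent BugLite luminescent read reports ARE-luciferase activity.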
CCT modulator: changes cytosolic chaperonin activity | purified chaperonin ATPase assay, HTRF ADP detection, 30 min | activity change, % (test concentration not listed), hits read low | 0.3% of 360,000 active; in the data active = activity change below about -30%; note: % is set by controls: 0 for no effect and ±100 for the full control effect
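Nucleotide hydrolysis assay: TRiC at 20–40 nM final (set by batch activity) with 10 uM ATP, 30 min at 37 °C, in presence of 76 uM compound. Detection by competitive ADP HTRF, 30 min ambient.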
HepG2 viability: kills HepG2 cells in TGF-b inhibitor counter-screen | 0.76% of 410,000 active | HepG2 CAGA-GFP viability, ATP luminescence, 18 h | Potency, µM (doses to about 46.1 µM), for inactives: at the highest dose activity change, negative = cytotoxicity, usual class: cytotoxic; note: potency is the fitted concentration of half-maximal effect; some results filed as inactive show a strong effect at the top dose
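HepG2 CAGA-GFP cells (1000/well, DMEM with 1% FBS) received compound, then TGF-beta at 500 pg/mL final, and were incubated 18 hours at 37 degrees C. Viability was read by CellTiter-Glo luminescence. Media-only wells were set as complete cell-killing and DMSO as no toxicity.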
Nrf2 ARE act: activators of Nrf2 (ARE) signaling; 0.31% of 410,000 active; Potency, µM (series often up to 46.1 µM), without a hit: top-dose activation, usual class: activators; AREc32 ARE-luciferase reporter (MCF7-derived line), luminescence, 24 h; note: potency is the fitted concentration of half-maximal effect; % of control where 0% means no effect; nearly all actives have a fitted effect of over 65% in size
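ARE activation measured as luciferase luminescence (Steady-Glo, 30 min RT) in AREc32_Fluc cells after 24 hr compound exposure at 37 deg C, 5% CO2; cells seeded overnight at 1000/well in OPTI-MEM, 5% FBS.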
* marks the source's active call; other numbers are inactive results; i = inactive; ? = inconclusive; · = no result given. Unless noted, calls come from the whole dose curve; as a rule, active = well fitted curve in the direction sought with a large enough effect; inconclusive = small, poorly fitted or top-dose-only effect, or another doubt; inactive = no such curve, though single readings can be large; an effect the other way counts as inactive or inconclusive.

SMILES | TGFb inhibitor | S2 tox | Nrf2 block | Akt phos inh | Mm-Cpn inhibitor | A549 viability | CCT modulator | HepG2 viability | Nrf2 ARE act
O=C(Nc1ccc(S(=O)(=O)N2CCOCC2)cc1)c1ccc(Br)o1 | 2.1% | i | 20.5% | i | 1.0% | -0.1% | 0.0 | 4.0% | 0.0%
Cc1ccc(-n2nc3c(=O)n(CC(=O)NCCc4ccccc4C)nc(C)c3c2C)cc1 | -19.4% | i | ? | i | 1.0% | 4.0% | 0.7 | -4.7% | -0.3%
CCNc1nc(N)nc(Oc2ccc(OCC(=O)OC)nn2)n1 | 1.2% | · | 6.6% | · | · | 6.6% | · | -1.0% | 0.0%
O=C(NCCc1ccccc1)c1cnc2ccccn2c1=O | 6.2% | i | ? | i | 1.7% | 16.8% | -0.7 | -0.4% | -1.3%
COc1ccc(Cc2n[nH]c(=S)n2N)cc1OC | -2.5% | i | -28.4% | i | -2.7% | 0.1% | -11.7 | -4.8% | 1.9%
CCCN(CC(=O)Nc1ccccc1C)C(=O)C1CC(=O)N(Cc2ccccc2)C1 (centres undefined) | 11.5% | i | -5.4% | i | 3.3% | -4.8% | -1.5 | 8.0% | 0.2%
O=C(CSC1=NCCN1)Nc1cccc(C(F)(F)F)c1 | -0.8% | i | -4.7% | i | 0.2% | -0.3% | 1.6 | -45.8% | 27.6%
Cc1nn(-c2nc(-c3ccc(F)cc3)cc(C(F)(F)F)n2)c(C)c1Cl | 15.6% | i | 3.4% | · | · | 0.9% | · | -6.4% | 7.3%
COc1ccc(OC)c(NC(=O)c2ccc(CN3CCc4ccccc4C3)cc2)c1 | -0.5% | i | ? | i | 0.2% | -0.2% | 0.4 | -23.9% | 0.3%
CN1C(C(=O)NCCc2cccs2)CC2Cn3c(nc4cc(Cl)c(Cl)cc43)C21 (centres undefined) | -1.5% | i | -10.3% | i | 0.1% | -2.0% | 0.9 | -10.3% | 0.6%
Cc1ccc(C)c(N2CCN(C(=O)CCc3nc(-c4cccc(Br)c4)no3)CC2)c1 | -23.0% | i | 1.3% | i | 0.5% | -7.8% | 1.6 | 5.8% | -0.8%
COc1ccc(CCn2cnc(=O)c(C#N)c2C)cc1OC | 19.9% | i | -17.3% | i | 0.1% | 1.6% | 2.1 | 18.3% | -0.4%
CCCOc1ccccc1NC(=O)CC1Nc2ccccc2NC1=O (centres undefined) | -19.0% | i | -25.0% | i | -3.9% | 3.0% | -0.4 | 1.1% | 6.8%
COc1ccc(/C=N/NC(=O)c2cccc(COCC(F)(F)C(F)F)c2)cc1 | 0.0% | i | 13.1% | i | 0.6% | -1.1% | 0.0 | -4.9% | 2.4%
Cc1c(NC(=O)COC(=O)c2cccn2C)c(=O)n(-c2ccccc2)n1C | -2.6% | i | 5.4% | i | 1.0% | 1.4% | 0.0 | 2.8% | 0.3%
O=C(NCC(=O)N(Cc1cccs1)C(C(=O)NC1CCCC1)c1cccnc1)c1ccco1 (centres undefined) | 6.2% | i | 6.9% | i | 0.4% | -4.8% | 0.4 | -17.2% | -0.6%
CCOC(=S)SCC(=O)N1CCc2ccccc2C1C1C(=O)CC(C)(C)CC1=O (centres undefined) | 0.9% | i | -8.4% | i | 1.6% | 0.8% | -0.9 | -0.6% | -0.3%
CCCCc1nn(-c2cc(Cl)ccc2OC)c2c1C(=O)CC(C)(C)C2 | ? | ? | ? | i | 3.9% | -16.4% | 0.9 | -20.4% | 0.0%
Cc1ccc(OCC(=O)Nc2ccncc2)cc1 | -16.4% | i | ? | i | -1.2% | 4.1% | -2.0 | -12.7% | -0.7%
CC(=O)c1ccc(OCC(=O)N(C)CC(=O)Nc2ccc(N3CCOCC3)cc2)cc1 | -4.0% | i | -12.7% | i | -1.9% | 1.2% | -0.7 | -16.5% | 0.3%
CN(C)c1ccc(S(=O)(=O)N2CCCCC2)cc1NC(=O)CN1C(=O)NC2(CCCC2)C1=O | -0.5% | i | -11.3% | i | 1.3% | -4.0% | 2.5 | -8.4% | -0.8%
CCC(=O)Nc1nnc(SCCN2CCOCC2)s1 | 4.0% | i | 4.4% | i | 2.4% | -8.8% | -1.8 | 0.9% | -0.1%
CC1CCCCC1NC(=O)C1CC=CCC1C(=O)O (centres undefined) | 2.8% | i | 9.2% | i | -1.0% | 10.7% | -1.4 | -2.4% | -0.2%
CCOc1ccc(C2c3c(oc4ccccc4c3=O)C(=O)N2Cc2ccc3c(c2)OCO3)cc1 (centres undefined) | -11.7% | i | 4.9% | · | · | -4.3% | · | -7.7% | -1.0%
Cc1ccccc1COc1ccc(/C=N/NC(=O)c2nnn(-c3nonc3N)c2CN2CCC(C)CC2)cc1 | -2.8% | i | 22.0% | i | ? | -5.9% | -1.6 | -12.9% | 3.0%
Further results
SMILES | TGFb inhibitor | S2 tox | Nrf2 block | Akt phos inh | Mm-Cpn inhibitor | A549 viability | CCT modulator | HepG2 viability | Nrf2 ARE act
COc1cc(C)c(-c2[nH]ncc2-c2csc(C)n2)c(O)c1 | 0.6% | i | 1.7% | i | 2.1% | -0.3% | -2.3 | -0.2% | -0.4%
Cc1ccc(C(C)C)c(OCC(=O)Nc2ccc(O)c(-c3nc4cc(Cl)ccc4o3)c2)c1 | ? | · | -5.0% | · | · | -0.1% | · | -1.7% | ?
Cc1ccc(-n2c3c(c(=O)[nH]c2=O)C(NC(=O)c2ccccc2C)(C(F)(F)F)C(=O)N3)cc1 (centres undefined) | 15.8% | i | 5.5% | · | · | -2.2% | · | 4.9% | -0.3%
CCC(=O)N1CCCc2cc(S(=O)(=O)N3CCCc4ccccc43)ccc21 | -20.8% | i | ? | i | -0.1% | -26.1% | -1.5 | -30.1% | 3.9%
CCCCN(C)C(=O)c1nc2ccccn2c1CN1CCN(c2ccccn2)CC1 | -9.8% | i | 0.8% | i | 4.5% | 2.6% | 2.1 | -15.8% | 2.2%
O=C(NC1CCCCC1)c1cccc(Cn2cc(Cl)cn2)c1 | 2.6% | i | 3.4% | i | -0.2% | -11.0% | 2.2 | -15.9% | -0.2%
CC(=O)Nc1ccc(Oc2ccc3c(c2)C(=O)NC3=O)cc1 | -1.3% | i | -11.5% | i | 0.4% | -3.2% | 1.1 | 9.2% | 0.2%
CCOC(=O)Cc1csc(NC(=O)C2C3C=CC(C3)C2C(=O)O)n1 (centres undefined) | 12.7% | i | · | i | 1.8% | 11.3% | -0.1 | -0.2% | 0.3%
COc1ccc(N/C=C/C(=O)c2ccc(Oc3ncccn3)cc2)cc1 | 1.6% | i | ? | i | 1.6% | -14.0% | -3.8 | -20.6% | 3.2%
O=S(=O)(c1ccsc1)N1CC=C(c2ccccc2)CC1 | -8.4% | i | ? | i | 0.9% | 5.9% | -0.6 | -15.4% | -0.2%
COC(=O)CC(c1ccccc1F)N1Cc2ccccc2C1=O (centres undefined) | -7.3% | i | 1.1% | i | 1.5% | 10.0% | -3.3 | -8.0% | 0.1%
CCN(C(=O)CSc1n[nH]c(-c2cccs2)n1)C1CCS(=O)(=O)C1 (centres undefined) | ? | i | 11.5% | i | -0.4% | 1.5% | -1.9 | 2.4% | -0.1%
CCn1c(C)nc2cc(C(=O)NNC(=S)Nc3ccc(C)cc3)ccc21 | -22.8% | i | -20.6% | i | -1.4% | -6.8% | -0.6 | 2.8% | 0.1%
CCOc1ccc(-c2nc(CSCC(=O)NCc3ccco3)c(C)o2)cc1 | -0.2% | ? | -28.4% | i | -0.7% | -2.1% | -4.1 | -26.2% | -2.9%
CCC(C)NC(=O)CSc1nc2ccccc2c(=O)n1Cc1ccc(OC)cc1 (centres undefined) | -2.8% | i | -5.4% | i | -2.5% | 2.2% | 0.7 | 1.3% | -0.8%
Cc1ccc(C2CC(C(F)(F)F)n3nc(C(=O)NCCN4CCOCC4)cc3N2)cc1 (centres undefined) | 22.3% | i | 17.9% | i | 0.7% | 7.0% | 3.7 | 0.7% | -0.3%
CCCCC(=O)Nc1ccccc1C(=O)OCc1cc(=O)n2nc(C3CCCCC3)sc2n1 | ? | · | · | · | · | 1.0% | · | -31.9% | 11.9%
COc1ccc2[nH]cc(CCNC(=O)/C=C/[C@H]3O[C@@H](n4cnc5c(NC(=O)c6ccccc6)ncnc54)[C@H](O)[C@@H]3O)c2c1 | 0.4% | i | · | i | · | · | -1.2 | -0.9% | -0.9%
C/C(=N\NC(=O)c1cccc(C)c1)c1cccc(NC(=O)c2ccco2)c1 | 18.3% | i | -4.2% | i | -2.4% | -1.1% | -1.4 | 10.2% | -0.6%
O=C(c1ccc(F)cc1)N1C2CCC1CC(O)(c1ccc(F)cc1)C2 (centres undefined) | 3.9% | i | 5.1% | i | 2.6% | 0.1% | -1.1 | -5.4% | -0.7%
COc1ccccc1C(=O)NCCC(=O)NNC(=O)c1ccccc1O | -4.1% | i | 2.1% | i | -4.9% | 18.7% | 2.6 | -32.5% | -0.1%
Cc1ccc(NC(=O)c2ccc(OC(=O)COc3ccc(Cl)cc3C)cc2)cc1 | -6.4% | i | ? | i | 0.6% | 0.4% | -0.3 | -6.2% | 0.0%
CCOCCCNC(=O)CCCOc1ccccc1 | -5.3% | ? | -3.7% | i | 2.8% | 3.4% | -0.4 | 0.3% | 0.1%
Cc1cnnn1-c1cccc([N+](=O)[O-])c1 | 0.1% | i | -4.7% | i | 1.5% | 0.2% | -4.5 | 1.1% | 3.3%
CCOc1ccc(-n2nc3c(=O)[nH]nc(C)c3c2C)cc1 | -9.9% | i | -4.6% | i | 0.8% | -1.1% | -2.4 | -10.5% | -0.4%
CC1CC(C)CN(CCOCCSc2ccc(Cl)cc2)C1 (centres undefined) | -28.8% | ? | -12.4% | i | -3.5% | ? | 0.7 | -45.4% | 2.8%
NC(=O)COc1cccc2cccnc12 | -11.3% | i | 1.1% | i | -3.3% | 5.3% | -1.1 | 1.5% | 0.2%
